TGFb SMAD3 inh: TGF-b pathway inhibition. HepG2 CAGA-GFP TGF-b/SMAD3 reporter, GFP fluorescence, 18 h; TGF-beta stimulated, 500 pg/mL final. Potency, µM (titrated, usually from 46.1 µM), without a hit: top-dose activity, negative = inhibition, usual class: inhibitors. actives 1.2% (n = 410,000); note: % is set by controls: 0 for no effect and ±100 for the full control effect; nearly all actives have a fitted effect of over 65% in size
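TGF-beta reporter screen: HEPG2 CAGA-GFP, 1% FBS, 500 pg/mL TGF-beta final, 18 h; per-cell GFP summed per well; curves fitted and categorized by class.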
MCF10A rerep: inducers of DNA re-replication in MCF 10A breast cells. MCF 10A DNA re-replication, Hoechst nuclear intensity, 48 h. Potency, µM (highest dose often 46.1 µM), without a hit: at the highest dose activity, positive = re-replication, usual class: activators. actives 2.9% (n = 350,000); note: % of control where 0% means no effect; nearly all actives have a fitted effect of over 50% in size
Nrf2 ARE act: activators of Nrf2 (ARE) signaling; AREc32 ARE-luciferase reporter (MCF7-derived line), luminescence, 24 h; Potency, µM (doses to about 46.1 µM), for inactives: at the highest dose activation, actives largely listed as activators; actives 0.31% (n = 410,000); AID 624171; note: % of control where 0% means no effect; nearly all actives have a fitted effect of over 65% in size
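Reporter line AREc32 (ARE-Fluc), seeded overnight in OPTI-MEM with 5% FBS; compound pin-transferred, 24 hr at 37 deg C, 5% CO2; luminescent read-out.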
EPAC2 antagonist: blocks human EPAC2 exchange factor. Q8WZA2. EPAC2 GEF exchange of Rap1B-BODIPY-GDP, fluorescence. Potency, µM (titrated, usually from 114 µM), for inactives: at the top dose activity, negative = inhibition, most hits filed as inhibitors. actives 0.18% (n = 360,000); note: % is set by controls: 0 for no effect and ±100 for the full control effect; nearly all actives have a fitted effect of over 45% in size; many of its hits are not listed in these tables
Target sequence (Q8WZA2 whole entry, looked up): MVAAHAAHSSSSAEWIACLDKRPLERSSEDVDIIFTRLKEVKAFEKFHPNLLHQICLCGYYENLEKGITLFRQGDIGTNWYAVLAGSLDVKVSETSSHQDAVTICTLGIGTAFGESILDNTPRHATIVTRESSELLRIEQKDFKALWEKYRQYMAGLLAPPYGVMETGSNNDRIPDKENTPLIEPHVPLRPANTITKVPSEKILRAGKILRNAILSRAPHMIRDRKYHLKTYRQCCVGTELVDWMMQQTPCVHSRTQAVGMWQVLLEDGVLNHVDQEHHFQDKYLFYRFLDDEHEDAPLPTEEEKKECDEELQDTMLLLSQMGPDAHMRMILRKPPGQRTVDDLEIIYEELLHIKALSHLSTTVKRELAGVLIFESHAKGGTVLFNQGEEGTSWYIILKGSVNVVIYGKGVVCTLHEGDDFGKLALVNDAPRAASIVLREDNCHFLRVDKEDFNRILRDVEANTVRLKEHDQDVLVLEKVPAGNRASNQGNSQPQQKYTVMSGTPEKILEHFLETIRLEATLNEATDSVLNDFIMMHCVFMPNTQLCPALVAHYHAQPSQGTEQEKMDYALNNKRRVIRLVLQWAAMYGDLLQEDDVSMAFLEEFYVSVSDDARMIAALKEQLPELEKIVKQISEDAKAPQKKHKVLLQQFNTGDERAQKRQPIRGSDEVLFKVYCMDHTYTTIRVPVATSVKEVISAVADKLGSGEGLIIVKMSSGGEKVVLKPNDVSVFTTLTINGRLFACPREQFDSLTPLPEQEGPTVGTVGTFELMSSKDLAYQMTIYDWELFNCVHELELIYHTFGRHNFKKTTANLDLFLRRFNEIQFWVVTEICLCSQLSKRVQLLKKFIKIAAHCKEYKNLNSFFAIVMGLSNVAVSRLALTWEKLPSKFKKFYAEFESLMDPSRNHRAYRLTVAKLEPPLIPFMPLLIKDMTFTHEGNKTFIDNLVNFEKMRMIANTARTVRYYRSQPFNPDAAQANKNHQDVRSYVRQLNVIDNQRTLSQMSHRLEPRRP
S2 tox: viability counter-screen for ATXN expression inhibitors; S2 cells (HEK-293 line with an ATXN2-luciferase reporter) viability, CellTiter-Fluor protease fluorescence, 24 h; AID 651635; actives 0.49% (n = 400,000); Potency, µM (titrated, usually from 56.7 µM), hits mostly cytotoxic; note: nearly all actives have a fitted effect of over 40% in size
HepG2 tox: HepG2 cytotoxicity, counter-screen for TGF-b inhibitors. actives 0.76% (n = 410,000). Potency, µM (series often up to 46.1 µM), without a hit: at the highest dose activity change, negative = cytotoxicity, hits mostly cytotoxic. HepG2 CAGA-GFP viability, ATP luminescence, 18 h; note: some results filed as inactive show a strong effect at the top dose
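HepG2 CAGA-GFP cells (1000/well, DMEM with 1% FBS) received compound, then TGF-beta at 500 pg/mL final, and were incubated 18 hours at 37 degrees C. Viability was read by CellTiter-Glo luminescence. Media-only wells were set as complete cell-killing and DMSO as no toxicity.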
A549 viability: kills or reduces viability of A549 cells in Nrf2 counter-screen; A549 ARE-Fluc cells, CellTiter-Fluor viability, 18-24 h; AID 504648; Potency, µM (titrated, usually from 46 µM), for the others: at the top dose activity change, negative = cytotoxicity, usual class: inhibitors; actives 0.16% (n = 390,000); note: % is set by controls: 0 for no effect and ±100 for the full control effect
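A549 ARE-Fluc cells in 5% FBS OPTI-MEM, 5000 cells/well, rested 2 h then exposed to compounds in concentration-response for 18-24 h at 37 °C. Viability by CellTiter-Fluor fluorescence (Ex 405/Em 525) after 30 min; luciferase luminescence (BugLite, 15 min, RT) read afterwards.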
ATXN2 expr inh: reduces ATXN2 reporter expression in HEK-293 cells; Potency, µM (doses to about 57 µM), for inactives: at the top dose activity change, negative = inhibition, usual class: inhibitors; AID 1745845; actives 0.72% (n = 360,000); HEK-293 ATXN2-luciferase reporter, luminescence, 24 h; note: % is set by controls: 0 for no effect and ±100 for the full control effect; nearly all actives have a fitted effect of over 55% in size
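ATXN2-luciferase reporter cells (luciferase flanked by upstream and downstream ATXN2 gene portions) were treated 24 h at 37 °C with compounds at up to 57 uM. SteadyGlo luminescence gave expression; GF-AFC fluorescence gave viability.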
Nrf2 block: Nrf2 pathway inhibition | A549 ARE-Fluc reporter, luciferase luminescence, 18-24 h | Potency, µM (highest dose often 46 µM), without a hit: at the top dose activity change, negative = inhibition, hits mostly inhibitors | actives 2.1% (n = 360,000); note: % is set by controls: 0 for no effect and ±100 for the full control effect; nearly all actives have a fitted effect of over 60% in size
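Two sequential reads on A549 ARE_Fluc cells exposed to compound for 18-24 h: a CellTiter-Fluor fluorescence read for viability, then a luciferase luminescence read for Nrf2/ARE activity.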
Numbers without * were called inactive; i = inactive; u = inconclusive; x = no result given; & = joins results of further samples; [ ] = dose if it differs, or a comment. Calls come from the whole dose curve; as a rule, active = well fitted curve in the direction sought with a large enough effect; inconclusive = small, poorly fitted or top-dose-only effect, or another doubt; inactive = no such curve, though single readings can be large; an effect the other way counts as inactive or inconclusive. Potency is the fitted concentration of half-maximal effect. Only part of the results is shown; count on the stated rates, not on these rows.

Preview:
smiles	Nrf2 ARE act	Nrf2 block	ATXN2 expr inh	S2 tox	A549 viability	MCF10A rerep	TGFb SMAD3 inh	HepG2 tox	EPAC2 antagonist
Cc1ccc2c(c1)N(C(C)C(=O)N1CCC3(CC1)OCCO3)C(=O)CO2 (centres undefined)	0.2%	-26%	4%	i	-18%	-22%	33%[activator]	9%	4%
COC(=O)[C@@H]1[C@@H](C(=O)OC)C2(c3ccccc3-c3ccccc32)N(c2ccc(Cl)cc2)N1C#N	-3.2%	u	7.1µM*	7.1µM*	u	7.1µM*	u	11µM*	-5%
CCCCn1c(O)c(C(CC)=NCc2ccco2)c(=O)[nH]c1=O	3.8%	-10%	-13%	i	1%	17%	0%	-6%	7%

Results (from the top)
smiles	Nrf2 ARE act	Nrf2 block	ATXN2 expr inh	S2 tox	A549 viability	MCF10A rerep	TGFb SMAD3 inh	HepG2 tox	EPAC2 antagonist
Cc1ccc2c(c1)N(C(C)C(=O)N1CCC3(CC1)OCCO3)C(=O)CO2 (centres undefined)	0.2%	-26%	4%	i	-18%	-22%	33%[activator]	9%	4%
COC(=O)[C@@H]1[C@@H](C(=O)OC)C2(c3ccccc3-c3ccccc32)N(c2ccc(Cl)cc2)N1C#N	-3.2%	u	7.1µM*	7.1µM*	u	7.1µM*	u	11µM*	-5%
CCCCn1c(O)c(C(CC)=NCc2ccco2)c(=O)[nH]c1=O	3.8%	-10%	-13%	i	1%	17%	0%	-6%	7%
CC12CCC(=O)CC1CCC1C2C(=O)CC2(C)C1CCC2(C)O (centres undefined)	-0.7%	-20%	-2%	i	0%	-3%	27%	0%	9%
CCC(=O)c1cc(F)c(N2CCN(CC)CC2)cc1C	0.3%	1%	12%	i	-2%	1%	-1%	-17%	2%
CC1CCN(c2ccccc2NC(=O)c2cc3ccccc3o2)CC1	10%	15%	1%	i	21%	u	u	0%	-19%
Cc1ccccc1N1C(=O)NC(=O)/C(=C/c2ccc(N3CCOCC3)o2)C1=O	3.3%	1%	11%	i	-17%	u	10%	-3%	-20%
CC12CN3CC(C)(CN(C1)C3c1cccs1)C2=O (centres undefined)	-0.4%	4%	-22%	i	4%	-3%	-1%	4%	8%
O=C(NCCN1CCOCC1)c1ccc(Cl)nc1Cl	-0.8%	u	x	i	-27%	13%	22%	20%	8%
CC(=O)CC(c1ccc2c(c1)OCO2)c1c(O)c2ccccc2oc1=O (centres undefined)	0.1%	x	x	i	x	x	7%	3%	2%
CCOC(=O)c1cccc(NC(=O)c2cnc(N3CCCCC3)c3ccccc23)c1	-0.2%	x	x	x	-6%	x	u	-21%	x
Oc1ccc(CCNCc2cc3c(cc2Br)OCO3)cc1	2.5%	x	x	i	x	x	-5%	-24%	2%
COC(=O)CC1=C(C(=O)OC)C2(C(=O)N(C)c3ccccc32)C(C#N)=C(N)O1 (centres undefined)	0.2%	2%	-5%	i	0%	-1%	6%	-11%	3%
CC(C)(C#CC(=O)O)OOC(c1ccccc1)(c1ccccc1)c1ccccc1	7.2%	u	x	i	-6%	u	u	-18%	u
COC(=O)C1=C(c2cc3ccccc3s2)C[C@@H]2CC[C@H]1N2C(=O)N1CCC(O)CC1	4.7%	7%	-9%	i	2%	20%	0%	-6%	-16%
CCN1CCN(C(=O)Cc2c(C)n(C(=O)c3ccc(Cl)cc3)c3ccc(OC)cc23)CC1	2.5%	0%	-13%	u	1%	0%	-17%	-22%	24%
CCN1/C(=C\C=C\C2=[N+](CC)c3ccccc3C2(C)C)C(C)(C)c2ccccc21	-4.3%	0.65µM*	u	2.8µM*	5.2µM*	u	u	-62%	73%[activator]
O=[N+]([O-])c1ccccc1CCl	-0.3%	x	17%	i	-2%	7%	-1%	1%	-13%
c1ccc2c(CN3CCCCCC3)c[nH]c2c1	u	-18%	-7%	i	-7%	-7%	-18%	-34%	2%
O=C(NC(Cc1ccccc1)C(=O)N1CCC2(CC1)OCCO2)C1CCCCC1 (centres undefined)	0.3%	-8%	5%	i	0%	-186%[0.0737 µM]	9%	-16%	1%
CCc1ccc(OCC(=O)N2CCN(CCc3ccccn3)CC2)cc1	0.4%	-18%	7%	i	12%	x	7%	6%	x
Cn1c[n+](C)cc1C(O)c1ccccc1 (centres undefined)	-0.3%&-0.3%	-14%	-5%&0%	i	8%&14%	-1%&1%	-31%&0%	-11%&-11%	9%&-5%
CCCC(=O)NC(Oc1ccc(OC)cc1)C(Cl)(Cl)Cl (centres undefined)	0.5%	0%	-6%	i	2%	-4%	2%	-2%	-2%
C[N+]1(C)[C@@H]2CC[C@H]1CC(OC(=O)C(c1ccccc1)c1ccccc1)C2 (some centres undefined)	-0.9%	2%	x	i	-1%	6%	1%	3%	-5%
COc1cccc(N2CCN(c3c4c(nc5nncn35)CCC4)CC2)c1	0.5%	16µM*	x	x	-16%	x	x	-15%	x
Cc1cc(=O)oc2cc(OCC(=O)N3CCN(Cc4ccc5c(c4)OCO5)CC3)ccc12	0.1%	-13%	-12%	i	0%	1%	8%	-11%	-2%
O=C1NC(=O)C(CCc2ccncc2)(C2CCCCC2)C(=O)N1	0.0%	15%	17%	i	-4%	13%	11%	15%	2%
c1ccc2nc(N3CCNCC3)ccc2c1	3.3%&3.8%	-6%&11%	0%&5%&-11%	i	-2%&0%	u	12%&9%	-8%&1%	-6%&-17%
C=CCN1CC[C@]23c4c5ccc(O)c4OC2C(O)C=CC3[C@H]1C5 (some centres undefined)	-0.1%	5%	5%	i	-7%	-38%	-2%	-1%	7%
CN(N)N=Nc1nc2c([nH]1)c(=O)n(C)c(=O)n2C	0.2%	11%	-6%	i	2%	0%	-20%	4%	1%

Whole records, quoted from the list. Screens in order: Nrf2 ARE act | Nrf2 block | ATXN2 expr inh | S2 tox | A549 viability | MCF10A rerep | TGFb SMAD3 inh | HepG2 tox | EPAC2 antagonist
CCOC(=O)c1cccc(NC(=O)c2cnc(N3CCCCC3)c3ccccc23)c1 reads -0.2% | x | x | x | -6% | x | u | -21% | x
CC(=O)CC(c1ccc2c(c1)OCO2)c1c(O)c2ccccc2oc1=O (centres undefined) reads 0.1% | x | x | i | x | x | 7% | 3% | 2%

(more compounds)
smiles	Nrf2 ARE act	Nrf2 block	ATXN2 expr inh	S2 tox	A549 viability	MCF10A rerep	TGFb SMAD3 inh	HepG2 tox	EPAC2 antagonist
C[N+]1(C)C2CCC1CC(OC(=O)c1ccccc1)C2 (centres undefined)	0.1%	2%	x	i	10%	4%	3%	11%	-3%
OCC1OC(n2cnc3cc(Cl)c(Cl)cc32)C(O)C1O (centres undefined)	-0.8%	x	0%	i	x	x	u	-45%	-4%
CCOC(=O)C1=C(N)Oc2cc(C)oc(=O)c2C12C(=O)N1c3c(cccc32)C(C)CC1(C)C (centres undefined)	-0.1%	x	0%	i	1%	u	u	4%	10%
C[C@H](CO)N1C[C@H](C)[C@H](CN(C)C(=O)N[C@H](C)c2ccccc2)OCc2ccccc2-c2c(n(C)c3ccccc23)C1=O	-1.5%	x	-18%	u	x	x	-10%	-24%	-6%
C[C@H]1CC2C3CC=C4C[C@@H](O)CC[C@]4(C)C3CC[C@]2(C)[C@H]1O (some centres undefined)	2.6%	-13%	-7%	i	-2%	u	12%	2%	3%
CC(C)N(Cc1ccco1)/N=C/c1c(O)n(Cc2ccccc2)c(=O)[nH]c1=O	-0.1%	u	-11%	i	0%	u	7%	12%	-14%
O=C1CC(N2CC=C(c3ccccc3)CC2)C(=O)N1c1ccc(F)cc1 (centres undefined)	-0.7%	2%	0%	i	1%	9%	-8%	-15%	-1%
Cc1nc(-c2nc(-c3c(C(=O)NNC(=O)c4ccc(Cl)cc4)noc3C)cs2)cs1	0.3%	-24%	-13%	i	-16%	u	-13%	-14%	-1%
COc1ccccc1C1SCC(=O)Nc2c1c(C)nn2-c1cccc(C)c1 (centres undefined)	0.6%	1%	-18%	i	18%	x	1%	-10%	x
CC(=O)N1CC(=O)Nc2ccc(Cl)cc2C1c1ccccc1 (centres undefined)	-0.1%	-7%	-13%	i	2%	9%	-1%	2%	1%
CC1CCN(CC(=O)c2cccc(C(F)(F)F)c2)CC1	3.3%	-19%	-10%	i	-5%	5%	-11%	-6%	-12%
COC(=O)C1=C(c2ccc(Cl)c(C(F)(F)F)c2)C[C@@H]2CC[C@H]1N2C(=O)NC(C)C	-0.7%	-21%	-17%	i	1%	3%	-3%	-15%	-14%
COC(=O)C1=C(c2cccc(C#N)c2)C[C@@H]2CC[C@H]1N2C(=O)NCCOc1ccc(OC)cc1	-0.1%	-3%	12%	i	-2%	12%	7%	-10%	-4%
CCN1CCN(S(=O)(=O)c2ccc(Cl)nc2)CC1	1.3%	10%	1%	i	3%	0%	7%	-23%	19%
CC(C)(C)c1ccc(O)c(N=Cc2c(O)ccc3ccccc23)c1	4.9%	u	u	u	u	u	u	-36%	8%
CC1CCC(C)(NS(=O)(=O)OCC(Cl)(Cl)Cl)CC1 (centres undefined)	4.0%	4%	-24%	i	-1%	15%	u	-33%	u
O=c1[nH]c(=O)n(Cc2ccccc2Cl)c(O)c1C=Nc1ccc(F)cc1	-0.3%	9%	x	i	3%	20%	-4%	-5%	4%
CC(C)c1ccc2oc(-c3ccc(NC(=O)c4cc5ccccc5o4)cc3)nc2c1	0.0%	u	0%	i	-1%	x	-18%	-13%	x
COc1ccc(OC)c([C@@H](O)[C@H](C)NC(C)(C)C)c1	0.4%	14%	12%	i	-2%	13%&-6%	9%	-3%	-9%
BrCC1C[n+]2c(SCc3ccccc3)nc3sc4c(c3c2O1)CCCC4 (centres undefined)	u	2%	33%	i	2%	2%	17%	-31%	-3%
